Source: PubChem (National Center for Advancing Translational Sciences (NCATS))
Pf Dd2 inh – inhibitors of Plasmodium falciparum Dd2 growth; P. falciparum Dd2 growth, SYBR Green, 72 h; Potency, µM (highest dose often 28.9 µM), inactives show at the top dose activity, negative = inhibition, most hits filed as inhibitors; 120,000 compounds, 4.3% hits; AID 1347417; active = well fitted inhibition curve with a large enough effect; inconclusive = small, poorly fitted or top-dose-only effect; inactive = no such curve, though single readings can be large or run the other way;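 note: plate controls were DMSO vehicle for no effect and reference drug for full effect; nearly all actives have a fitted effect of over 65% in size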
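Readout: SYBR Green fluorescence, 485 nm excitation, 535 nm emission, after ~16 h lysis at 37C. Before that, Dd2-infected red cells (2.5% hematocrit) grew 72 h with compound, 29 uM top final concentration.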
Starred values were filed as active, the others as inactive; i = inactive; u = inconclusive; & = joins results of further samples; [ ] = remark or other dose. Potency is the fitted concentration of half-maximal effect. A portion of the library; rates above refer to the full screens.

structure | Pf Dd2 inh
COc1cc(NC(=O)CN2C(=O)CCc3cc(Br)ccc32)cc(OC)c1OC | 8%
COc1cc(NC(=O)c2ccc3c(c2)N(C)C2CCCCCN2C3=O)cc(OC)c1 (stereo not drawn) | u
COc1ccc(-c2cc(N3CCCC(NC(=O)c4cccc5[nH]ccc45)C3)n[nH]2)cc1 (stereo not drawn) | -14%
Cc1ccc(C(=O)N2CCC(OC3CCN(C)CC3)CC2)cc1C | u
C[C@@]12CC[C@H]3O[C@H](COc4ccccc4)OC[C@@]3(C)C1CC[C@@H](O)C2CC(=O)N1CCCC1 (stereo partly drawn) | -4%
Cc1ccc(C(=O)NC2CCN(c3cc(C(F)(F)F)ncn3)CC2)s1 | -18%
Cc1cc(CN2CCC3(CC(C(C)C)=NO3)C2)no1 (stereo not drawn) | i
COc1ccc(N2CC3CCC(C2)N3CC(F)(F)F)cn1 | 17%

Later entries
structure | Pf Dd2 inh
CC(=O)N1CCCC1c1nc2ccccc2n1Cc1cccc(C)c1 (stereo not drawn) | -1%
CC(C)Oc1ccccc1CN1C[C@@H](CO)[C@H](c2ccncc2)C1 | u
Cc1nnc(NC(=O)CC[C@H]2NC(=O)c3ccccc3NC2=O)s1 | -9%
CC[C@@]1(O)CCN(C(=O)c2ccccc2OCc2ccccc2)C[C@H]1O | -6%
COc1ccc(CN2CCC3(CC2)COCCN3C(=O)OCc2ccccc2)cc1O | u
CCc1ccc(NC(=O)c2ccc(CN3C(=O)NC4(CCOCC4)C3=O)cc2)cc1 | i
Cc1nc(NCCN2CCC(O)CC2)cc(C2CC(O)C2)n1 (stereo not drawn) | -4%
COc1cccc(CC(=O)N2CCN(c3cc(C(F)(F)F)ncn3)CC2)c1 | i

The list continues.
structure | Pf Dd2 inh
Cc1ccc(CC(=O)NC(C)C(=O)N2CCN(c3ccccn3)CC2)cc1 (stereo not drawn) | i
CN1CCC(N2CCC[C@H]2c2nc(-c3ccc(OC4CCCCC4)nc3)no2)CC1 | u
O=C1CCN(Cc2ccncc2)CCCC(C(=O)Nc2ccccc2CCc2ccncc2)CCN1 (stereo not drawn) | u
CC[C@H]1CN2CC[C@H]1C[C@@H]2CNC(=O)Nc1ccc(Oc2ccccc2)cc1 | u
CCc1nc(NCc2cn[nH]c2-c2ccc(Cl)cc2)c2cnn(C)c2n1 | u
COc1ccc(-c2nc(SCC(=O)Nc3ccc4c(c3)OCO4)c(-c3ccccc3)[nH]2)cc1 | u
COC(=O)C1=C(C)N=C2SC=C(CC(=O)NCC3CCCO3)N2C1c1cccc(OC)c1 (stereo not drawn) | u
COc1ccc(CCNC(=O)Cn2c(C)cc3nc4n(c(=O)c32)CCCCC4)cc1OC | i

The listing continues.
structure | Pf Dd2 inh
N#Cc1ccccc1OCc1nnc(C(=O)N2CCC[C@@H]2c2nc3ccccc3[nH]2)n1-c1ccccc1 | u
CCc1cccc(NC(=O)C(Cc2ccccc2)NS(=O)(=O)c2ccc3c(c2)oc(=O)n3C)c1 (stereo not drawn) | u
CCC1Oc2ccc(NC(=O)c3ccc4c(c3)OCO4)cc2CN(Cc2ccccc2)C1=O (stereo not drawn) | -8%
CC1=C(C(=O)Nc2ccccc2)C(C(C)C)n2nc(SCc3ccccc3C)nc2N1 (stereo not drawn) | 13%
Cc1cc2nc(CO[C@H]3CN(C)C[C@H]3F)[nH]c2cc1C | i
O=C1CN(Cc2cccc(-c3cccs3)c2)CCN1c1ccc(Cl)nn1 | -19%&-14%
C#CCN(C)C(=O)[C@@H]1CCCN1C1(C(=O)NC)CCCCC1 | -2%[44.1 µM]
CO[C@H]1C(=O)N(C(C)C)[C@H]1C1CCN(C(=O)c2ccco2)CC1 | 19%

Continuation.
structure | Pf Dd2 inh
O=C(NCc1cccs1)[C@@H]1C[C@@H](O)[C@H](O)[C@@H]2NC(=S)N(c3ccc(OC(F)(F)F)cc3)[C@@H]21 | -30%
CCOc1ccc(C2N3CC4(C(C)C)CN2CC(C(C)C)(C3)C4=O)cc1OC (stereo not drawn) | -29%
CCN(C(=O)CSc1nc2ccccc2c2nc(CCn3c(C)nc4ccccc43)nn12)c1cccc(C)c1 | u
O=C(Cc1ccc(NC(=O)N2CCCCc3ccccc32)cc1)Nc1ccccc1Br | 22%
Cc1ccc(C)c(N2CCN(C(=O)c3cn(CC(C)C)c(=O)c4c3c3ccccc3n4C)CC2)c1 | 2.5µM*
COc1ccc(-n2c(-c3ccccc3F)nc3c(cnn3-c3ccc(C)cc3)c2=O)cc1 | u
COc1ccccc1NC(=O)CC1CCCN(c2cnn(C)c(=O)c2)C1 (stereo not drawn) | i
COc1ccc(-c2cn3c(n2)CO[C@@H](CNS(=O)(=O)c2ccc(C)cc2)C3)cc1 | 13µM*

Further entries
structure | Pf Dd2 inh
COc1cccc(NC(=O)C2CCN(c3cn[nH]c(=O)c3)C2)c1 (stereo not drawn) | 1%
COc1ccc(OCCCCn2c(-c3ccc(Cl)cc3)nc3ccccc3c2=O)cc1 | u
COc1ccc(NC(=O)c2sc3nc4c(c(-c5ccc(OC)cc5)c3c2N)C(=O)CC(C)(C)C4)cc1 | 1µM*
O=C(c1ccc2[nH]ccc2c1)N1C[C@@H](CO)[C@H](c2nc(C3CC3)no2)C1 | -10%
COc1ccc2oc(-c3ccc(C)c(NC(=O)c4sc5ccccc5c4Cl)c3)nc2c1 | 9%
CCN(Cc1noc(C)n1)C(=O)C1CCC(=O)N(Cc2cccc(F)c2)C1 (stereo not drawn) | -4%
CCN1C(=O)C2CC3(CCN(C(=O)c4cc5ccccc5[nH]4)CC3)CN2C1=O (stereo not drawn) | i
CCc1nncn1C1CCN(C(=O)c2cc(-c3cccs3)[nH]n2)C1 (stereo not drawn) | i

The list continues:
structure | Pf Dd2 inh
COCC(=O)Nc1ccc(-c2noc([C@@H]3CCCN3C)n2)cn1 | u
Cc1ccc(CN2CCc3nc(C(=O)NCc4ccccc4)oc3CC2)o1 | i
CCOC(=O)C1CCCN(c2nc3c(S(=O)(=O)c4ccc(CC)cc4)nnn3c3ccsc23)C1 (stereo not drawn) | -29%
CCN(CC)c1ccc(CN(C(=O)c2cc(=O)c3ccccc3o2)C2CCS(=O)(=O)C2)cc1 (stereo not drawn) | u
O=C(CCc1nc(C2CCCN2C(=O)CC2CCCC2)no1)NCc1ccccc1 (stereo not drawn) | i
COc1cccc(CN2CC[C@H](c3nc4ccccc4s3)C2)c1 | u
CCC1c2nccn2CCCN1C(=O)COc1ccc(Cl)cc1C (stereo not drawn) | u
COCCn1nc2n(c1=O)CCN(C(=O)Cc1c[nH]c3ccccc13)CC2 | 10%

The list goes on:
structure | Pf Dd2 inh
O=C(CCSc1nc(-c2ccco2)cc(C(F)(F)F)n1)Nc1cccc(O)c1 | u
CCCCN(CC)CCNC(=O)c1cc2c(-c3ccc(Cl)cc3)nn(C)c2s1 | u
CN1CC2(CCN(Cc3cccs3)CC2)CC(c2ccccc2)C1=O (stereo not drawn) | u
O=C(CN1C(=O)NC(c2ccccc2Cl)C2=C1COC2=O)Nc1cc(F)cc(F)c1 (stereo not drawn) | u
COc1cccc(Cc2nc(-c3nnn4c3COC(c3ccc(Cl)cc3)C4)no2)c1 (stereo not drawn) | -5%
O=c1cc(CN2CCN(S(=O)(=O)c3ccc(Cl)cc3)CC2)nc2sc(-c3ccccc3F)nn12 | -5%
COc1ccc(CNC(=O)Cn2c(=O)ccc3cc(S(=O)(=O)N4CCCC4)ccc32)cc1 | 5%
O=C(c1c[nH]c2ccccc12)N1CCC2(CC1)CN(c1ccncn1)CC2CO (stereo not drawn) | 5.6µM*

Next section:
structure | Pf Dd2 inh
COc1ccc(-c2cn3c(n2)CO[C@@H](CNCc2nccn2C)C3)cc1 | i
CCOC(=O)c1ccc(NC(=O)Nc2cccc(OCc3cc(=O)n4ccc(C)cc4n3)c2)cc1 | -13%
Cc1ccc2sc(N3CCN(C(=O)CCS(=O)(=O)c4ccc(F)cc4)CC3)nc2c1C | -24%
CC(=O)N1CCc2nc(-c3ccc(Cl)cc3)nc(-c3ccccc3)c2C1 | -16%
O=[S+]1([O-])NCC2(CCCN(Cc3ccccc3)C2)Nc2ccccc21 (stereo not drawn) | u
COc1ccc(CC(=O)N2CC[C@@H](CC(=O)O)[C@@H](CCN(C)CCN(C)C)C2)cc1 | 29%[44.1 µM]
CCn1nccc1C(=O)N1CCC(N2C(=O)C(OC)C23CCOCC3)CC1 (stereo not drawn) | 7%
NCC(=O)N1CCC2(CC1)CN(C(=O)Cc1ccc(Cl)cc1)CCO2 | 7%

Arranged by SMILES length (ascending): some entries from above.
structure | Pf Dd2 inh
Cc1cc(CN2CCC3(CC(C(C)C)=NO3)C2)no1 (stereo not drawn) | i
COc1ccc(N2CC3CCC(C2)N3CC(F)(F)F)cn1 | 17%
CC(=O)N1CCCC1c1nc2ccccc2n1Cc1cccc(C)c1 (stereo not drawn) | -1%
COc1cccc(CN2CC[C@H](c3nc4ccccc4s3)C2)c1 | u
Cc1cc2nc(CO[C@H]3CN(C)C[C@H]3F)[nH]c2cc1C | i
COc1ccccc1NC(=O)CC1CCCN(c2cnn(C)c(=O)c2)C1 (stereo not drawn) | i
CCc1nncn1C1CCN(C(=O)c2cc(-c3cccs3)[nH]n2)C1 (stereo not drawn) | i
CCc1nc(NCc2cn[nH]c2-c2ccc(Cl)cc2)c2cnn(C)c2n1 | u
O=C(Cc1ccc(NC(=O)N2CCCCc3ccccc32)cc1)Nc1ccccc1Br | 22%
CCOc1ccc(C2N3CC4(C(C)C)CN2CC(C(C)C)(C3)C4=O)cc1OC (stereo not drawn) | -29%
CC1=C(C(=O)Nc2ccccc2)C(C(C)C)n2nc(SCc3ccccc3C)nc2N1 (stereo not drawn) | 13%
CCN1C(=O)C2CC3(CCN(C(=O)c4cc5ccccc5[nH]4)CC3)CN2C1=O (stereo not drawn) | i
O=C(c1ccc2[nH]ccc2c1)N1C[C@@H](CO)[C@H](c2nc(C3CC3)no2)C1 | -10%

The list continues.
structure | Pf Dd2 inh
COc1ccc(OC)c(CN2C[C@H]3[C@H](C2)[S+](=O)([O-])C(C)(C)C(=O)N3CC2CCOCC2)c1 | 32%[activator]
Cc1ccc(-c2noc([C@@H]3C[C@@H](O)CN3CC3CC3)n2)cc1F | u
O=C1CCN(C(=O)CN2CCCCCC2)CCCC(c2nc(-c3cnccn3)no2)CCN1 (stereo not drawn) | 9%
O=C1CCN(CC2CCCCC2)CCCC(c2nc(-c3cccnc3)no2)CCN1 (stereo not drawn) | u
CCn1cc(S(=O)(=O)N2CCCC(c3nc(-c4cnccn4)no3)CCNC(=O)CC2)cn1 (stereo not drawn) | i
CN(C)c1ccc(CN2CCCC(COc3ccccc3C(=O)N3CCCC3)C2)cc1 (stereo not drawn) | -1%
CC(=O)NCCNC(=O)C1CCCN(S(=O)(=O)c2ccccc2)CCC(=O)NCC1 (stereo not drawn) | 24%
COc1ccc(C(=O)N2CCC(N3C(=O)CCC3C(=O)NC(C)C)CC2)cc1OC (stereo not drawn) | 15%

More records follow.
structure | Pf Dd2 inh
O=C(CN1CC2CC(C1)[C@H]1CCCC(=O)N1C2)NCc1ccccc1 (stereo partly drawn) | 5%
COc1ccc2c(c1)c1c(c(=O)n(-c3ccc(OC)c(OC)c3)c(=O)n1Cc1ccc(F)cc1)n2C | 26%
CCN1CC(c2ccccc2)CC2(CCN(S(=O)(=O)N(C)C)CC2)C1 (stereo not drawn) | u
Cc1c(C(=O)Nc2cccc(C(F)(F)F)c2)sc2nc3n(c(=O)c12)CCC3 | u
COc1cc(Cl)c(C)cc1NC(c1ccccc1)c1nnc(-c2ccccc2Cl)o1 (stereo not drawn) | u
CCc1nc2c(c(-c3ccc(Cl)cc3)n1)CN(Cc1cccc(OC)c1)CC2 | 10µM*
CN(C)C[C@@H]1CN(C)C[C@H]1NS(=O)(=O)c1cc(F)cc(F)c1 | 8.9µM*
COCCN1CCOC[C@H]2CCN(C(=O)c3ccco3)C[C@H]21 | i

The list continues.
structure | Pf Dd2 inh
Cc1ccc(NC(=O)c2c(C)oc3c2C2=NCCN2C=N3)cc1F | i
FC(F)(F)c1cccc(-c2cc(C3=CCOCC3)c3cncn3c2)c1 | 14µM*
Cc1ccc2c(c1)N(C(=O)CCC(=O)NCc1ccccc1F)CC(C)O2 (stereo not drawn) | 7%
CCOC(=O)c1cc(-c2ccc(F)cc2)n(CC(=O)NC2CCCCC2)c1C | i
Cc1ccc(C(=O)n2nc(C)c(S(=O)(=O)N3CCOCC3)c2C)cc1C | 7%
CCc1cccc(C)c1NC(=O)Cn1c(=O)n(-c2cccc(C)c2)c(=O)c2c1c1cc(C)ccc1n2C | 7%
CCCCOc1cccc(C(=O)N(Cc2ccc(Br)o2)C2CCS(=O)(=O)C2)c1 (stereo not drawn) | u
Cc1cc(C)c(Nc2nn3c(=O)c4cc5c(cc4nc3s2)OCO5)c(C)c1 | 23%

Remaining list, next part
structure | Pf Dd2 inh
COc1nccc(N2CCC(CC(=O)N3CCCN(c4ncccn4)CC3)CC2)n1 | i
c1ccc(-c2nc(-c3cnccn3)no2)c(OC2CCNC2)c1 (stereo not drawn) | i
Cc1ccc(Cn2c(=O)n(-c3ccccc3)c(=O)c3ccc(C(=O)NCc4ccco4)cc32)cc1 | -16%
CCC(Cn1nnc2ccccc2c1=O)NC(=O)Nc1cccc(C)c1C (stereo not drawn) | 44%[activator]
COc1ccc(CCNC(=O)C2CCN(c3nc4ccccc4nc3C(F)(F)F)CC2)cc1OC | 17%
O=C(Nc1cccc(C(F)(F)F)c1)c1cnc2c(c1)N(C(=O)Cc1cccc(C(F)(F)F)c1)CCC2 | u
